PMI act: activators of human PMI, primary screen, biochemical, fluorescence intensity, near-Km mannose 6-phosphate. actives 0.005% (n = 190,000). purified human PMI, coupled resazurin fluorescence, 20 min; stronger effect = higher value; 1 = vehicle control, 0 substrate-free wells. activation factor at 20 µM;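 active = activation factor of 2 or more at 20 µM, relative to plate controls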
Target sequence (P34949 whole entry, looked up): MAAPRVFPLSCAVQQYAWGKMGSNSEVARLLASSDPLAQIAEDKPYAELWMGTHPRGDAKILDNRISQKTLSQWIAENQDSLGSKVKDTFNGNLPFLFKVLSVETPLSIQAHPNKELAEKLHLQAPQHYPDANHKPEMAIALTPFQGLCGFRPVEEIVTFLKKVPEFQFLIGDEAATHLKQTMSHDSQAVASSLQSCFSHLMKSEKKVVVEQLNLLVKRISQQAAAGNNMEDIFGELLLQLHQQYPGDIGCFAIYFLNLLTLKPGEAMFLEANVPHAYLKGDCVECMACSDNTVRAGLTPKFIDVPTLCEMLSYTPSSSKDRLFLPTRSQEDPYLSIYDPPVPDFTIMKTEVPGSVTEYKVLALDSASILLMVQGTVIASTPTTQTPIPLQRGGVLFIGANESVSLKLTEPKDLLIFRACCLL
Diaph act CS: compounds boosting diaphorase resazurin reduction – biochemical, uHTS, resorufin fluorescence, counter-screen for diaphorase-coupled primary assays, primary screen. Diaphorase/resazurin coupled assay, 16 min; stronger effect = higher value; 1 = vehicle wells, 0 = NADH-free wells. activation factor at 20 µM. actives 0.005% (n = 190,000). AID 1229, 2008;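 active = diaphorase activity raised at least twofold by the compound at 20 µM; inactive = activation factor below 2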
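Material: purified diaphorase enzyme from Clostridium kluyveri; Also added: 0.114 mM NADH and 0.1 mM resazurin, final amounts; Doses: single compound dose of 20 µM, 1% DMSO final; Times: 16 min enzyme reaction, ambient temperature; Detection: resorufin fluorescence, excitation 544 nm, emission 590 nm; Measure: increased resorufin signal from activators or reducing compounds.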
SRC2 TRFRET art: TR-FRET signal artefacts, primary screen, artefact control for PPARgamma SRC-2 agonist project, biochemical; TR-FRET artefact counter-screen; stronger effect = higher value; TR-FRET ratio at 8 µM; actives 0.4% (n = 200,000); AID 1049, 2008; in the data active = TR-FRET ratio above about 2000; note: inactives centre near 1500
PPARg SRC-1 ag: PPARgamma agonists recruiting SRC-1 coactivator, primary screen, biochemical. activation, % at 8 µM. actives 0.41% (n = 200,000). PPARgamma-SRC-1 coactivator recruitment biochemical assay. Peroxisome proliferator-activated receptor gamma (Homo sapiens), P37231; in the data active = activation above about 19%;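 note: 0% = DMSO and 100% = reference agonist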
Diaphorase inh: diaphorase inhibitors and chemical oxidizers, primary screen, counter-screen for diaphorase-coupled primary assays, biochemical, uHTS, resorufin fluorescence. diaphorase resazurin-to-resorufin fluorescence, NADH, 16 min; bacterial (C. kluyveri) enzyme, not human. inhibition, % at 20 µM. actives 0.69% (n = 190,000). AID 1217, 2008;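 active = primary screen inhibition at 20 µM above a set limit, cut at about 50% in these data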;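 note: plate controls were DMSO with full reaction for no effect and wells lacking NADH for full effect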
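Assay system: diaphorase enzyme from Clostridium kluyveri. Quantity: enzyme working solution with 0.14 U/mL diaphorase. Schedule: reaction incubation of 16 min at room temperature. Technique: resorufin fluorescence, excitation 544 nm, emission 590 nm. Controls: No-NADH positive control and DMSO neutral control.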
PMI act satM6P: human PMI activators, high substrate, primary screen, biochemical, fluorescence intensity, near-saturating mannose 6-phosphate; Mannose-6-phosphate isomerase (Homo sapiens), P34949; coupled PMI enzyme assay, resazurin fluorescence, 20 min; stronger effect = higher value; 1 = untreated enzyme, 0 = substrate-free blank; activation factor at 20 µM; actives 0.34% (n = 190,000);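 active = activation factor of 2 or more at 20 µM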
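assay system = human phosphomannose isomerase with PGI, G6PDH, diaphorase coupling enzymes | quantity = 15 ng/mL PMI | incubation = enzyme reaction with compound 20 min at room temperature | medium = HEPES pH 7.4 buffer with MgCl2 and Tween-20 | compound dosing = one concentration, 20 µM, in 1% DMSO | measured by = Diaphorase-driven resazurin-to-resorufin fluorescence, excitation 544, emission 590 nm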
G6PDH CS: L. mesenteroides G6PDH inhibitors, counter-screen for G6PDH-coupled screening assays, biochemical, Leuconostoc mesenteroides enzyme. glucose-6-phosphate dehydrogenase [Leuconostoc mesenteroides]. Purified L. mesenteroides G6PDH, diaphorase/resazurin coupled fluorescence, 45 min. inhibition, % at 5 µM. actives 0.12% (n = 200,000). AID 1020, 2008; in the data active = inhibition above about 50%
PPARg SRC-3 ag: PPARgamma agonists recruiting SRC-3 coactivator, primary screen, biochemical; AID 731, 2007; actives 0.26% (n = 200,000); biochemical PPARgamma/SRC-3 coactivator recruitment assay; activation, % at 8 µM; in the data active = activation above about 23%;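 note: 0% = DMSO and 100% = reference agonist; some compounds past the cut are filed as inactive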
PPARg SRC2 recr: agonists of PPARg-SRC-2 recruitment, primary screen, biochemical, HTS | activation, % at 8 µM | actives 0.34% (n = 200,000) | Peroxisome proliferator-activated receptor gamma (Homo sapiens), P37231 | PPARgamma LBD-SRC-2 recruitment; in the data active = activation above about 22%;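 note: 0% = vehicle and 100% = reference agonist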
ROMK primary: ROMK potassium channel modulators, primary screen, cell-based, thallium flux, MLSMR library; ATP-sensitive inward rectifier potassium channel 1 (Homo sapiens), P48048; Tet-inducible ROMK, thallium flux fluorescence; actives lie on both sides; B-score at 10 µM; actives 2% (n = 130,000);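 active = signal ratio slope over the read window, or its plate-corrected B-score, at least 3 SD from the plate mean, either direction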;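 note: B-score of the F/F0 ratio slope over 7 to 12 s after thallium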
S1P3 antag: S1P3 receptor antagonists, primary screen, cell-based | Sphingosine 1-phosphate receptor 3 (Homo sapiens), Q99500 | CHO S1P3 NFAT-BLA reporter, FRET fluorescence, antagonist mode | inhibition, % at 4.98 µM | actives 0.27% (n = 170,000);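 active = inhibition above the plate cutoff, the mean inhibition of test wells on that plate plus 3 SD, cut at about 28% in these data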;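 note: cells challenged with S1P at its EC80 of 0.8 µM; blue over green emission ratio from cleaved BLA substrate after 4 h stimulation; 0% = S1P-stimulated wells and 100% = unstimulated DMSO-only wells; some compounds past the cut are filed as inactive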
Target sequence (Q99500 whole entry, looked up): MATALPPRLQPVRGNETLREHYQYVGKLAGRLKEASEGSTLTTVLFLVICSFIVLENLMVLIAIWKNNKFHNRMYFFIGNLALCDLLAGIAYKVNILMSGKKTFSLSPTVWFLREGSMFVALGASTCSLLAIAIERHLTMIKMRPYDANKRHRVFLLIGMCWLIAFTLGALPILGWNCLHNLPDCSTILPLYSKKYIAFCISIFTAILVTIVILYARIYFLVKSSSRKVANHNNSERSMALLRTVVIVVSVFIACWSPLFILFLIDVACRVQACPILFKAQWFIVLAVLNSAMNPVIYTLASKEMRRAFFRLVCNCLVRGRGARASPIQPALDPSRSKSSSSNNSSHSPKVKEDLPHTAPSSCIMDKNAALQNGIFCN
* hit, by the source's call; / = not tested or not shown.

SMILES	PMI act	Diaph act CS	SRC2 TRFRET art	PPARg SRC-1 ag	Diaphorase inh	PMI act satM6P	G6PDH CS	PPARg SRC-3 ag	PPARg SRC2 recr	ROMK primary	S1P3 antag
Cc1nnc(SCC(=O)N(CC(C)C)c2c(N)n(CC(C)C)c(=O)[nH]c2=O)n1-c1ccccc1	1.4	1	1813	12	2	1.7	4	-1	9	0.55	-22
N#Cc1cc(C(=O)c2ccccc2O)cn(-c2nccs2)c1=O	1.1	0.7	1632	14	31	0.9	8	11	9	-8.4*	-15
COc1ccc(N2CC(C)Cn3c2nc2c3c(=O)n(Cc3ccccc3)c(=O)n2C)c(OC)c1 (centres undefined)	0.8	0.8	1657	-12	23	0.6	6	-1	-2	-0.85	1
C=CCOC(=O)C1=C(C)NC(C)=C(C(=O)OCC=C)C1/C=C/c1ccccc1	1	0.7	1522	-2	29	1.1	-2	15	-1	0.87	/
CCOc1ccccc1N(CC(=O)NC1CCCC1)C(=O)CCCC(=O)Nc1ccccn1	0.9	0.9	1338	4	12	1	12	-20	-3	-0.62	2
CCOC(=O)C1CCN(C(=O)c2cc(OCC)c(OCC)c(OCC)c2)CC1	0.9	0.9	1670	4	8	1	5	-1	1	0.19	1
Cn1nc(C(F)(F)F)c(C#N)c1N1CCN(c2ccc(F)cc2)CC1	0.9	0.9	1570	-1	10	1	0	1	-1	-1.7	/
CCOC(=O)c1c(/N=C/c2cc(C)ccc2O)sc2c1CCN(C)C2	1	0.9	1583	0	5	1.1	-29	4	2	/	-7
CN(C)CCCOc1ccc(Cl)cc1Br	0.9	0.9	1632	5	8	1	5	7	5	0.63	/
O=C(CNC(=O)c1ccc(Cl)cc1Cl)NCCCn1ccnc1	0.9	0.9	1569	0	11	0.9	15	9	4	0.21	/
CCN(CC)CCN1C(=O)c2oc3ccccc3c(=O)c2C1c1ccc(C)cc1 (centres undefined)	1	0.9	1411	-3	12	0.9	6	-3	-7	-0.011	5
Cc1cccc(NC(=O)Cn2c(=O)n(Cc3ccccc3)c(=O)c3c(C)c(C)sc32)c1	0.9	0.9	1440	1	10	1	-11	0	3	0.75	-3
COc1cc(NC2=CC(=O)CC(C)(C)C2)cc(OC)c1	0.9	1	1604	-1	4	1	6	-6	7	/	-12
O=C(Nc1nnc(CCc2ccccc2)s1)C1CCCO1 (centres undefined)	1	0.9	1509	-2	12	1	-6	-12	4	/	-6
COc1ccc2c(c1OC)C(=O)OC2Nc1ncccc1C (centres undefined)	1	0.9	1355	5	6	1.1	-7	-6	-1	/	/
Cc1nn(Cc2ccc(Cl)c(Cl)c2)c(C)c1NC(=O)c1cc(CC(C)C)on1	0.8	0.8	1406	2	24	0.8	-18	4	-10	/	-1
CC1CCCN(S(=O)(=O)c2ccc(C(=O)Nc3nnc(-c4ccncc4)o3)cc2)C1 (centres undefined)	1	1	1569	4	1	1.2	6	2	-5	0.15	-7
COC(=O)c1ccc(-n2c(C)cc(C(=O)CSc3ccc(NC(C)=O)cc3)c2C)cc1	0.9	0.7	1542	5	30	0.9	-3	-2	-3	/	9
CC(=O)N1CCc2cc(S(=O)(=O)CCC(=O)O)ccc21	1	0.9	1466	-6	10	1	4	-7	-2	/	-37
Cn1nnc(NCc2cc(Br)ccc2OCc2cccs2)n1	0.9	0.9	1520	10	12	0.9	5	5	6	/	6
CC(NC(=O)CCC1COc2ccccc2O1)c1ccccc1 (centres undefined)	1	0.9	1320	-4	6	1	4	1	-1	/	/
O=c1c(O)c(-c2cccs2)oc2ccccc12	1	0.9	1594	13	10	1	-27	-1	10	/	-6
Cc1nn2cc(-c3cccc(Cl)c3)cnc2c1Cl	1.1	1	1784	-1	3	1.1	1	-1	3	1.4	1
CC(=O)NC(C)C(=O)OCC(=O)Nc1ccc(Br)cc1 (centres undefined)	1	1	1304	0	1	1.1	18	-5	-5	0.56	/
CC(Cc1c[nH]c2ccccc12)C(=O)O (centres undefined)	1	1	1509	5	4	1	4	-1	-5	-0.66	1
Cc1cc(CNC(=O)c2ccc(C)c([N+](=O)[O-])c2)c2ccccc2n1	1.7	0.9	1654	-6	8	1.6	3	-3	2	0.69	-10
CC(=O)NCCC(=O)NCc1ccc(F)cc1	1	1	1555	4	0	1	19	-3	9	1.4	/
Cc1ccc(N(C(=O)Nc2ccccc2)C2=NCC(C)S2)cc1 (centres undefined)	0.9	0.9	1470	2	9	0.9	-17	4	-2	0.045	18
Cc1cccc(NC(=O)CC2SC(=NC3CCCCC3)NC2=O)c1 (centres undefined)	0.9	0.9	1544	7	11	0.9	7	-3	1	/	/
CC(=O)N1C(c2ccccc2)CC(=O)OC1c1ccc2c(c1)OCO2 (centres undefined)	1	0.9	1545	11	6	0.9	1	-16	-4	/	-25
CCC(C)(C)NC(=O)CN(CC1CCCO1)C(=O)CCC(=O)Nc1nccs1 (centres undefined)	1	0.9	1471	0	5	1	-6	0	2	/	13
COc1ccccc1NC(=O)c1ccccc1NS(=O)(=O)c1cccs1	1.2	0.9	1543	3	14	1.1	4	4	4	-0.53	-9
Cc1ccc(-c2noc(C3CCCCC3)n2)cc1	1	0.9	1303	-4	14	1	8	9	6	/	/
CC(C)c1ccc(NC(=O)NC2CC3CCC(C2)N3Cc2cccs2)cc1 (centres undefined)	1.1	1	1453	-2	-2	1	2	0	3	0.18	9
COc1ccc(-c2[nH]c(-c3ccc(C)cc3)nc2SCC(=O)NCc2ccco2)cc1OC	1	1	1596	6	-2	1	3	1	-4	/	/
CCCCc1ccc(-c2csc(/C(C#N)=C/c3ccco3)n2)cc1	0.8	0.8	1470	-5	21	0.9	-10	2	-4	/	-5
CC(C)c1ccc(NC2(C#N)C(=O)Nc3ccccc32)cc1 (centres undefined)	0.9	0.8	1605	5	22	0.9	2	1	9	/	/
Cc1c(Cl)cccc1NC(=O)COC(=O)CCc1nc2ccccc2n1-c1ccccc1	0.8	0.9	1541	-3	5	0.9	-31	3	0	/	-5
CC(=O)Nc1ccc(NC(=O)Cn2c(CC(=O)N3CCCC3)nc3ccccc32)cc1	1.2	1	1556	7	-4	1.1	4	13	11	0.48	-8
CC(NCC1(N2CCOCC2)CCCCC1)C(=O)N1CCc2ccccc21 (centres undefined)	0.9	1	1587	9	5	1	3	4	14	-2.4	-12

An excerpt of these results, comma-delimited:
SMILES,PMI act,Diaph act CS,SRC2 TRFRET art,PPARg SRC-1 ag,Diaphorase inh,PMI act satM6P,G6PDH CS,PPARg SRC-3 ag,PPARg SRC2 recr,ROMK primary,S1P3 antag
CC(=O)N1C(c2ccccc2)CC(=O)OC1c1ccc2c(c1)OCO2 (centres undefined),1,0.9,1545,11,6,0.9,1,-16,-4,/,-25
CCC(C)(C)NC(=O)CN(CC1CCCO1)C(=O)CCC(=O)Nc1nccs1 (centres undefined),1,0.9,1471,0,5,1,-6,0,2,/,13
COc1ccccc1NC(=O)c1ccccc1NS(=O)(=O)c1cccs1,1.2,0.9,1543,3,14,1.1,4,4,4,-0.53,-9
Cc1ccc(-c2noc(C3CCCCC3)n2)cc1,1,0.9,1303,-4,14,1,8,9,6,/,/
CC(C)c1ccc(NC(=O)NC2CC3CCC(C2)N3Cc2cccs2)cc1 (centres undefined),1.1,1,1453,-2,-2,1,2,0,3,0.18,9
COc1ccc(-c2[nH]c(-c3ccc(C)cc3)nc2SCC(=O)NCc2ccco2)cc1OC,1,1,1596,6,-2,1,3,1,-4,/,/
CCCCc1ccc(-c2csc(/C(C#N)=C/c3ccco3)n2)cc1,0.8,0.8,1470,-5,21,0.9,-10,2,-4,/,-5
CC(C)c1ccc(NC2(C#N)C(=O)Nc3ccccc32)cc1 (centres undefined),0.9,0.8,1605,5,22,0.9,2,1,9,/,/
Cc1c(Cl)cccc1NC(=O)COC(=O)CCc1nc2ccccc2n1-c1ccccc1,0.8,0.9,1541,-3,5,0.9,-31,3,0,/,-5
CC(=O)Nc1ccc(NC(=O)Cn2c(CC(=O)N3CCCC3)nc3ccccc32)cc1,1.2,1,1556,7,-4,1.1,4,13,11,0.48,-8
CC(NCC1(N2CCOCC2)CCCCC1)C(=O)N1CCc2ccccc21 (centres undefined),0.9,1,1587,9,5,1,3,4,14,-2.4,-12

Next section.
SMILES	PMI act	Diaph act CS	SRC2 TRFRET art	PPARg SRC-1 ag	Diaphorase inh	PMI act satM6P	G6PDH CS	PPARg SRC-3 ag	PPARg SRC2 recr	ROMK primary	S1P3 antag
COc1ccc(-c2nnc3ccc(SCC(=O)N4CCCCCC4)nn23)cc1OC	1	0.8	/	/	22	1	-20	/	/	/	-32
CCO/C(C)=C1\C(=O)N(CC)c2ccccc21	1.1	0.9	1665	-1	14	1	8	12	13	/	-16
CC(=O)C1C(c2ccco2)c2c(noc2C)CC1(C)O (centres undefined)	1	0.9	1518	0	15	1	3	3	0	0.44	/
Cc1ccc2sc(NNC(=O)c3cc(=O)c4ccccc4o3)nc2c1C	0.8	0.4	1664	9	58*	1.1	8	8	8	/	-23
CC(C)(C)n1nc2c(c1NC(=O)COc1ccc3ccccc3c1)CS(=O)C2 (centres undefined)	0.9	0.8	1485	9	17	0.8	6	-2	3	/	26
CC1Cc2ccccc2N1C(=O)COC(=O)C1=COCCO1 (centres undefined)	0.9	0.9	1289	0	6	1	4	-3	4	/	10
O=c1[nH]c(=O)c2nc(-c3ccc(Cl)cc3)cnc2[nH]1	1	1	1550	5	2	1	-2	0	-1	1.4	3
CCC(=O)N(CCC(c1ccccc1)c1ccco1)Cc1cccs1 (centres undefined)	1	1	1616	8	4	1.1	6	5	9	/	/
